KCNQ2 block – KCNQ2 channel blockers in CHO-K1 cells – cell-based, FluxOR thallium flux, B-score, primary screen (AID 2156); O88943; 310,000 tested, 1.1% active; 20 min; active compounds read low; B-score at 10 µM;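 active means fluorescence ratio B-score at most minus 3 library SDs, with starting brightness B-score within 2 library SDs, cut at about -5.5 in these data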
Kir21 block – inhibitors of mouse Kir2.1 inward-rectifier potassium channel; B-score at 10 µM; 310,000 tested, 0.85% active; HEK293-Kir2.1, FluxOR thallium flux fluorescence; active compounds read low;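 active means fluorescence ratio B-score at or below minus 3 SD of library scores, with starting-brightness B-score within 2 SD, cut at about -4.2 in these data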;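 further: channel flux triggered by added potassium and thallium sulfate stimulus; B-score of peak minus minimum fluorescence over baseline after thallium stimulus; more negative B-score means stronger Kir2.1 block with less thallium influx; some compounds called inactive have numbers as strong as hits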
Target sequence (P35561 whole entry, looked up): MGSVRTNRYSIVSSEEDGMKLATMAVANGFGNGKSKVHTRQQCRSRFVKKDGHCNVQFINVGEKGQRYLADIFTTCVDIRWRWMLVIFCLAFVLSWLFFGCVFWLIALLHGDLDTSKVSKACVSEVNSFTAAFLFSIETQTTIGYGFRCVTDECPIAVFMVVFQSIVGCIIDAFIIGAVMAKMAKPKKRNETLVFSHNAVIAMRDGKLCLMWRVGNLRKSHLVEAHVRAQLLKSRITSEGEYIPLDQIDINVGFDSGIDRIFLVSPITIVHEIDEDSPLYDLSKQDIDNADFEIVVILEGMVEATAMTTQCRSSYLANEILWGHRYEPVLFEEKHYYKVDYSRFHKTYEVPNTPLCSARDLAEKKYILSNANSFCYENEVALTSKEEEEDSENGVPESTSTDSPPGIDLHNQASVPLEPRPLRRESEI
An asterisk follows results filed as active; i = inactive. Compounds as they come. About 1.9% of those tested had a hit in this group.

mol | KCNQ2 block | Kir21 block
COc1cc(/C=C(\C#N)C(=O)NC(C)C)ccc1OCc1ccc(C(=O)O)cc1 | i | -0.21
CCOC(=O)C(C)Sc1nc(=O)n2cccc(C)c2n1 (stereo unspecified) | i | -0.19
O=C(COC(=O)c1cccs1)NCc1ccc2c(c1)OCO2 | i | 0.45
CN(C)c1ccc(/C=N/NC(=O)CCC(=O)NCc2ccccc2)cc1 | i | -0.03
Cc1cc(C)c(NC(=O)COC(=O)Cc2ccsc2)c(C)c1 | i | -0.95
Oc1c(C(Nc2nccs2)c2ccc(C(F)(F)F)cc2)ccc2cccnc12 (stereo unspecified) | i | 0.86
O=C(CN1CCN(C(=O)c2cccc(F)c2)CC1)Nc1ccccc1F | i | 0.03
Cc1ccc(N2C(=O)N(CC(=O)Nc3ccc(C)cc3Cl)C(=O)C2C)cc1 (stereo unspecified) | i | -0.46
CCOC(=O)c1nc(-c2ccc3c(c2)OCO3)[nH]c1C | i | 2.1
CC(=O)c1sc(N/N=C/c2cccc([N+](=O)[O-])c2)nc1C | i | 2.2
CCOC(=O)c1c(-c2ccc(OC)cc2)oc2cc(Br)c(O)cc12 | i | -0.63
Cc1nc(-c2ccccc2)sc1-c1nc(-c2cccnc2)ncc1S(=O)(=O)c1ccccc1 | i | -1.2
O=C1CC(c2ccccc2)C(=O)N1c1cccc(O)c1 (stereo unspecified) | i | 1.9
O=C(c1ccc2oc(CCCc3ccccc3)nc2c1)N1CCCC(CCCO)C1 (stereo unspecified) | i | -0.01
CC(OC(=O)CN1C(=O)c2ccccc2C1=O)C(=O)NC1CCCCC1C (stereo unspecified) | i | -0.79
Cc1ccc(CSCC(N)C(=O)O)cc1 (stereo unspecified) | i | -2.1
COc1ccc(N2CCN(C(=O)c3oc4c(c3C)C(=O)CCC4)CC2)cc1 | i | 0
CCOc1ccc(C=O)cc1CN1CCCCC1 | i | 1
O=C(NCC1CCCO1)C(=Cc1cccc([N+](=O)[O-])c1)C(=O)NCC1CCCO1 (stereo unspecified) | i | -1
CC1CN(c2ccc([N+](=O)[O-])cc2C#N)CC(C)O1 (stereo unspecified) | i | 1

Other results:
mol | KCNQ2 block | Kir21 block
S=c1[nH]nc(-c2ccncc2)n1/N=C/C(Cl)=C\c1ccccc1 | i | -0.41
CON/C=C(\C=Nc1ccc(C(F)(F)F)cc1)c1ncc(C(F)(F)F)cc1Cl | i | -3.2
COC(=O)c1ccc(NC(=O)CCN2C(=O)CSC2=O)cc1 | i | -0.44
CC1CCN(C(=O)c2ccc(N(C)S(C)(=O)=O)cc2)CC1 | i | -0.97
COc1ccc(-c2nn(-c3ccccc3)cc2/C=C/C(=O)O)cc1[N+](=O)[O-] | i | -0.68
CCCN(CC(=O)Nc1ccccc1OC)C(=O)CCC(=O)c1ccc(F)cc1 | i | 0.33
COc1ccc(C(=O)[C@H]2[C@H]3C(=O)N(c4ccc(C)cc4)C(=O)[C@H]3C3C=CC=NN32)cc1 (stereo partly specified) | i | 1.1
O=C(c1ccccc1)N1CCN(c2ccc([N+](=O)[O-])c(NCC3CCCO3)c2)CC1 (stereo unspecified) | i | 0
CCCCn1c(N)c(N(CC(C)C)C(=O)c2cnccn2)c(=O)[nH]c1=O | i | 0.17
Cc1ccnc(NC(=O)COC(=O)C2COc3ccccc3O2)n1 (stereo unspecified) | i | -0.01
COc1ccc(C(OCC(O)CNCCc2ccccc2)c2ccc(OC)cc2)cc1 (stereo unspecified) | i | -6.7*
COc1cccc(C(=O)Nc2c(C)nn(-c3ccccc3)c2C)c1 | i | -0.24
O=C(O)C1CCCCC1C(=O)Nc1cccc(C(=O)N2CCCCC2)c1 (stereo unspecified) | i | 0.18
O=C(CN1CCOCC1)Nc1ccccc1 | i | -1.6
COc1ccc(C(=O)NCCN2C(=O)S/C(=C\c3cccnc3)C2=O)cc1[N+](=O)[O-] | i | 0.94
Cc1ccc(-c2nc(CSCC(=O)N3CCN(c4ccccn4)CC3)c(C)o2)cc1 | i | -0.17
CSc1cccc(NC(=S)N2CCC(N(C)C(C)C)CC2)c1 | i | 0.52
CC12CCC(C(=O)NNc3ccc([N+](=O)[O-])cc3)(OC1=O)C2(C)C (stereo unspecified) | i | -0.54
Cc1oc2ccc(OCc3ccccc3Cl)cc2c1C(=O)O | i | -0.22
Cc1sc(NC(=O)c2ccco2)c(C(c2cccnc2)N2CCN(C)CC2)c1C (stereo unspecified) | i | 0.01

Brought forward from above: 7 entries, followed by the next part.
mol | KCNQ2 block | Kir21 block
O=C(CN1CCOCC1)Nc1ccccc1 | i | -1.6
COc1ccc(C(=O)NCCN2C(=O)S/C(=C\c3cccnc3)C2=O)cc1[N+](=O)[O-] | i | 0.94
Cc1ccc(-c2nc(CSCC(=O)N3CCN(c4ccccn4)CC3)c(C)o2)cc1 | i | -0.17
CSc1cccc(NC(=S)N2CCC(N(C)C(C)C)CC2)c1 | i | 0.52
CC12CCC(C(=O)NNc3ccc([N+](=O)[O-])cc3)(OC1=O)C2(C)C (stereo unspecified) | i | -0.54
Cc1oc2ccc(OCc3ccccc3Cl)cc2c1C(=O)O | i | -0.22
Cc1sc(NC(=O)c2ccco2)c(C(c2cccnc2)N2CCN(C)CC2)c1C (stereo unspecified) | i | 0.01
COc1ccccc1CNC(=O)CCS(=O)(=O)c1ccc2c(c1)CCCN2C(C)=O | i | 0.2
C=C1N(c2ccccc2)C(=O)OC1(C)C | i | 0.06
CC(C)OC(=O)c1cc(C(=O)c2cc(Br)ccc2O)coc1=N | i | 0.06
O=C(NC1CC2CCCC(C1)N2C(=O)Nc1ccc(Cl)c(C(F)(F)F)c1)C1CC1 (stereo unspecified) | i | 1.3
COc1ccc2sc(NCc3ccccc3)nc2c1 | i | -0.56
O=C(Nc1ccccc1O)c1cccc(NC(=O)c2ccco2)c1 | i | -0.69
CCC1Oc2ccccc2N(CC(=O)Nc2ccc3c(c2)OCCO3)C1=O (stereo unspecified) | i | -0.42
COc1ccc(OC)c(NS(=O)(=O)c2ccc(NC(C)=O)cc2)c1 | i | -1.9
CCc1ccc(OCC(=O)Nc2ccc3oc(=O)ccc3c2)cc1 | i | -0.61
COc1ccc(C(C)NC(=O)C23CC4CC(CC(C4)C2)C3)cc1 (stereo unspecified) | i | -0.48
O=C(CSCc1ccccc1)N1CCN(S(=O)(=O)c2cccc(F)c2)CC1 | i | 0.73
Cc1ccc(N/C(N)=N/c2nc(CSc3ccccn3)cc(=O)[nH]2)c(C)c1 | i | -1.4
O=C(NN1C(=O)C2C(C1=O)C1C=CC2C12CC2)c1ccccc1Cl (stereo unspecified) | i | 0.24
CC(=O)Nc1ccc(NC(=S)NC(=O)c2ccc([N+](=O)[O-])c(C)c2)cc1 | i | 2.2
O=c1c2ccccc2nc(SCc2cc([N+](=O)[O-])cc3c2OCOC3)n1-c1ccccc1 | -6.1* | -0.07
O=C(CSC1=Nc2ccccc2C2=NC(Cc3c[nH]c4ccccc34)C(=O)N12)NC1CCCCC1 (stereo unspecified) | i | 0.32
COc1ccccc1NC(=O)C(C)NS(=O)(=O)c1ccc(Cl)cc1 (stereo unspecified) | i | -1.1
Cc1ccc(CS(=O)Cc2ccc(C(=O)NCc3ccccc3)o2)cc1 (stereo unspecified) | i | 0
O=C(CCN1C(=O)c2ccccc2C1=O)Nc1ccc(-c2cn3ccsc3n2)cc1 | i | 2
Cc1c(-c2ccccc2)[n+](=O)c2c(n1[O-])CCC2 | i | -1.2

The list goes on:
mol | KCNQ2 block | Kir21 block
CCn1c(NC)cc(=O)n(C)c1=O | i | 2.2
O=C(O)C1CC=CCC1C(=O)NCCc1ccccc1 (stereo unspecified) | i | -2
CCc1ccc(NC(=O)NC(C)c2ccc3c(c2)OCO3)cc1 (stereo unspecified) | i | 1
Cc1cc(NC(=O)Cn2nc(C(F)(F)F)c3c2CCCC3)no1 | i | -0.69
O=S1(=O)CCC(NC(=S)Nc2ccc3ccccc3c2)C1 (stereo unspecified) | i | -0.92
COc1ccc(S(=O)(=O)Oc2ccc3cccc(N)c3c2)cc1 | i | -1.9
COc1ccc(S(=O)(=O)n2nc(OC(=O)c3ccccc3Br)cc2N)cc1 | i | 0.96
O/N=C(\c1ccc2c(c1)OCCO2)C1CCCCC1 | i | -2.7
CCOC(=O)C1=NOC(Cn2cc(C#N)c(=O)n(C)c2=O)C1 (stereo unspecified) | i | 0.16
Cc1ccc(S(=O)(=O)c2c(O)c3ccc(C(=O)O)cc3[nH]c2=O)cc1 | i | 0.21
CC1CCCCC1NC(=O)CCCn1c(=S)[nH]c2ccsc2c1=O (stereo unspecified) | i | -1.4
Clc1ccc2[nH]c3c(NCCN4CCOCC4)ncnc3c2c1 | i | -1.1
Cc1cccc(NC2=C(C#N)C(=O)NC3(CCCC3)S2)c1 | i | 1.5
Cc1ccccc1C(C(=O)NC1CCCC1)N(C(=O)Cc1cccs1)c1ccc2c(c1)OCCO2 (stereo unspecified) | i | -0.55
O=C(CCCN=C1NS(=O)(=O)c2ccccc21)OCC(=O)c1ccccc1Cl | i | -0.24
CC1CCN(c2ccccc2NC(=O)c2cc([N+](=O)[O-])ccc2N2CCOCC2)CC1 | -5.7* | 1.3
O=C(CCSc1nc(-c2ccco2)cc(C(F)(F)F)n1)NCc1ccccn1 | i | 0
COc1ccc(CCNS(=O)(=O)c2ccc(C3CNC(=O)C3)cc2)cc1OC (stereo unspecified) | i | -0.03
Cc1nnc(SCC(=O)Nc2ccc3c(c2)OCCO3)n1N | i | 0.65
COc1ccc(/C=C2\SC(=S)N(CCC(=O)Nc3cccc(C(=O)O)c3)C2=O)cc1 | i | -0.27

Some of the entries so far, field by field:
> COc1ccc(CCNS(=O)(=O)c2ccc(C3CNC(=O)C3)cc2)cc1OC (stereo unspecified)
  KCNQ2 block: i
  Kir21 block: -0.03
> Cc1nnc(SCC(=O)Nc2ccc3c(c2)OCCO3)n1N
  KCNQ2 block: i
  Kir21 block: 0.65

Following part.
mol | KCNQ2 block | Kir21 block
Cc1cccc(N2CCN(S(=O)(=O)c3cnc[nH]3)CC2)c1C | i | -1.3
O=C(OCC(=O)C12CC3CC(CC(C3)C1)C2)c1ccc(O)cc1O | i | -1.6
COc1ccc(S(=O)(=O)N2CCC(C(=O)N[C@@H](C)C(=O)NCc3cccc(OC)c3)CC2)cc1 | i | -0.9
O=C(CN1C(=O)NC2(CCCC2)C1=O)Nc1ccc(F)cc1 | i | 2
Cc1nn(Cc2ccccc2)c(C)c1NC(=O)c1cc2nc(-c3ccco3)cc(C(F)(F)F)n2n1 | i | -3.9
COc1ccccc1-c1noc2ncnc(Nc3cccc(C)c3)c12 | i | -0.35
CC(Cc1ccccc1)NC(=O)CSc1nc2nc3c(cc2c(=O)n1-c1ccccc1)COC(C)(C)C3 (stereo unspecified) | i | -0.78
Cc1cc(-c2sccc2Br)nc(-n2cccc2)n1 | i | 0.34
Cc1ccc2nc(SCC(=O)NC3CCCc4ccccc43)[nH]c2c1 (stereo unspecified) | i | -0.18
Cc1cccc(C(=O)Nc2cccc(C(=O)N/N=C/c3ccncc3)c2)c1 | i | -1.1
O=C(NC(Cc1ccccc1)C(=O)O)/C(=C/c1ccc(Br)cc1)NC(=O)c1ccc(Br)o1 (stereo unspecified) | i | 1.9
O=[N+]([O-])c1cccc(CN2CCCCCC2)c1 | i | 0.02
Cc1oc(-c2cccc(Cl)c2)nc1CS(=O)(=O)CC(=O)NCCN1CCOCC1 | i | -1.1
Cc1ccc(/C=C/C(=O)O)cc1S(=O)(=O)N(CCO)CCO | i | -0.62
O=C(N/N=C/c1ccc(O)c([N+](=O)[O-])c1)c1ccncc1 | i | 1.4
COc1cccc2cc(C(C)N(CCCN3CCOCC3)C(=S)Nc3c(C)cccc3C)oc12 (stereo unspecified) | i | 1.6
Cc1sc2cc3c(c(C(=O)c4ccccc4)[n+]2c1C)-c1cccc2cccc-3c12 | -8.2* | -13*
Cc1cccc(CCNC(=O)CCc2nnc(CCc3ccccc3)o2)n1 | i | -1.4
CSCCC(NC(=O)c1ccco1)C(=O)N1CC=C(c2ccccc2)CC1 (stereo unspecified) | i | 0.06
C=CS(=O)(=O)c1ccc(Oc2ccc(S(=O)(=O)C=C)cc2)cc1 | i | -4.1

(listing goes on)
mol | KCNQ2 block | Kir21 block
CCOC(=O)c1c(C)c(C(=O)NCc2cccnc2)c(C)n1CC | i | -0.03
CCOc1ccc2oc(=O)cc(CN3CCN(C(=O)c4ccco4)CC3)c2c1 | i | 0.46
Nc1cc(=O)[nH]c(SCC(=O)Nc2nnc(-c3ccccc3)s2)n1 | i | -0.41
CCOc1cccc(/C=C(/C#N)c2nc3ccccc3[nH]2)c1OCC(=O)O | i | 0.28
O=c1cc(-c2ccccc2)[nH]c2ccccc12 | i | 2.9
O=[N+]([O-])c1ccc(NC(=S)N/C(=N/CS(=O)(=O)c2ccccc2)c2ccccc2)cc1 | i | 0.52
CC(NC(=O)CSc1nc2ccccc2c(=O)n1CCCO)c1ccccc1 (stereo unspecified) | i | 0.14
COc1ccc(CNCC(O)COc2ccc(C)cc2[N+](=O)[O-])cc1 (stereo unspecified) | i | -8.7*
CN(C)c1nc(NCc2ccccc2)nc(SCC(=O)Nc2ccc(Cl)c(Cl)c2)n1 | i | 0.1
Cc1nn(C)c(C)c1CN(C)C(=O)c1cc2nc(-c3ccco3)cc(C(F)(F)F)n2n1 | i | 0.37
COc1cc(/C=C/C(=O)OCC(=O)Nc2sc3c(c2C#N)CCC(C)C3)ccc1OCC#N (stereo unspecified) | i | 0.02
